High-throughput results from PubChem BioAssay.
697 NFkB inh – lowers PMA/ionomycin-induced NF-kB signal in 697 B cells | 697 B-cell NF-kB luciferase reporter, 16 h | inhibition, % at 4 µM | 330,000 compounds, 0.33% hits | AID 435022; in the data active = inhibition above about 35%
Mdm2-MdmX inh – disrupts the human Mdm2-MdmX interaction | inhibition, % at 8 µM | SaOS-2 split-luciferase Mdm2/MdmX complementation, luminescence | 330,000 compounds, 3% hits | O15151+Q00987;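 active = inhibition of at least 50% at 8 µM in the primary screen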
Target sequence (O15151 whole entry, looked up): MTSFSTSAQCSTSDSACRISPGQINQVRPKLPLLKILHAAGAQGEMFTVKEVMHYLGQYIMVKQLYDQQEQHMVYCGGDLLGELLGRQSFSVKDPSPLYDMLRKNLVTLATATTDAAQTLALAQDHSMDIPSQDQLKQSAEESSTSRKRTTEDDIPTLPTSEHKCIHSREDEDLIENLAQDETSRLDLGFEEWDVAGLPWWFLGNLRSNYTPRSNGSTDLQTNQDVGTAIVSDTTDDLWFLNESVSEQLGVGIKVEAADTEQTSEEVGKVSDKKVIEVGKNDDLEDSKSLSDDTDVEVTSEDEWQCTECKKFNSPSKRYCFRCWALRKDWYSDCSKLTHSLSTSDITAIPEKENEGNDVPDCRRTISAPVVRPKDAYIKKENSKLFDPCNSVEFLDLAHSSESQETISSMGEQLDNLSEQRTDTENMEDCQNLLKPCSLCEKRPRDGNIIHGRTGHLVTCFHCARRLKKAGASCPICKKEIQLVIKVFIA
Target sequence (Q00987 whole entry, looked up): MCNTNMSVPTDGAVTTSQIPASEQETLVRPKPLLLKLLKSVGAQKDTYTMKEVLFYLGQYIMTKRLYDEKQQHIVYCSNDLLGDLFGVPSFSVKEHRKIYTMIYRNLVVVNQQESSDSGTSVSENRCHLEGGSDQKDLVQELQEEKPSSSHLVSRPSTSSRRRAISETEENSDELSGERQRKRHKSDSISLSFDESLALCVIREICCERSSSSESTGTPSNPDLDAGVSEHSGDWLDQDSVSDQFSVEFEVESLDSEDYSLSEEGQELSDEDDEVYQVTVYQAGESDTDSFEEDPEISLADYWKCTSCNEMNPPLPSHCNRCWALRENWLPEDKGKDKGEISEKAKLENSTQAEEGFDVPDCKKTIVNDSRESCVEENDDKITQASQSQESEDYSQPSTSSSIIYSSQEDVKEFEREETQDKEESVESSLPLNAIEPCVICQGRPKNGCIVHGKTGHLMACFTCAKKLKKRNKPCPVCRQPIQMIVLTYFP
UPR XBP1 act – activators of adaptive arm of unfolded protein response (XBP1) | CHO-XBP1 luciferase reporter, IRE1-XBP1 UPR activation, luminescence; percent of tunicamycin response, DMSO as zero | activation, % at 20 µM | 330,000 compounds, 0.33% hits | AID 463104;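 active = versus positive control, 20 µM dose yields 30% or more activation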;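 note: 100% = tunicamycin at 10 µg/mL and 0% = DMSO only wells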
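Assay system: CHO-XBP1 luciferase reporter cells; Schedule: 6 h treatment, 37 °C; Detection: glow luminescence from Steady-Glo reagent; Benchmarks: high control tunicamycin 10 µg/mL final, low control DMSO vehicle only.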
EBI2 block – EBI2 (human) antagonism; EBI2 beta-arrestin recruitment, luminescence, 7a,25-OHC stimulated; 360,000 compounds, 0.81% hits; inhibition, % at 5 µM; in the data active = inhibition above about 38%;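 note: enzyme fragment complementation signal reports receptor beta-arrestin coupling in cells; 0% = agonist plus DMSO wells and 100% = wells without agonist; some results beyond the cut were filed as inactive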
Gli-Sufu antag – blocks Gli-Sufu signaling in a luciferase reporter. inhibition, % at 5 µM. 340,000 compounds, 0.74% hits. AID 588413. Sufu-KO-LIGHT fibroblasts, Gli luciferase reporter luminescence;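 active = inhibition above about 55%, limit read from the data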;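 note: 0% = DMSO-treated cells and 100% = wells with medium but no cells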
CXCR6 inh – inhibitors of human CXCR6 receptor | O00574 | CHO-K1 PathHunter CXCR6 beta-arrestin, luminescence | inhibition, % at 20 µM | 360,000 compounds, 0.36% hits; in the data active = inhibition above about 34%, passing the limit was not always enough;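 note: antagonist mode with CXCL16 agonist at 10 nM final; 0% = 10 nM CXCL16 with DMSO and 100% = unstimulated wells without agonist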
Jurkat NFkB inh – lowers PMA/ionomycin-induced NF-kB signal in Jurkat cells; PMA/ionomycin-induced NF-kB luciferase reporter, luminescence; inhibition, % at 4 µM; 330,000 compounds, 0.53% hits; in the data active = inhibition above about 50%
CCR6 antagonist – antagonists of human CCR6 receptor; P51684; CHO-K1 CCR6 PathHunter beta-arrestin, luminescence, CCL20-stimulated; inhibition, % at 20 µM; 340,000 compounds, 0.49% hits; AID 493098;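 active = compounds whose inhibition of the agonist-driven luminescence signal at 20 µM reaches about 50%, limit read from the data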;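 note: cells stimulated with CCL20 at 14 nM final; plate controls were DMSO with CCL20 for no effect and DMSO without agonist for full effect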
CHOP UPR activ – activators of apoptotic arm of unfolded protein response (CHOP) | CHO-CHOP luciferase reporter, UPR activation, luminescence; percent of tunicamycin response over DMSO baseline | activation, % at 10 µM | 330,000 compounds, 0.34% hits | AID 449763;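 active = at 10 µM dose, activation of 40% or more, normalized to positive control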;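 note: 100% = tunicamycin at 10 µg/mL and 0% = DMSO alone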
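Test system: CHO-CHOP cells, stable luciferase reporter of PERK-eIF2a-CHOP signalling | Quantity: 500 CHO-CHOP cells per well | Buffer or medium: F12 plus 10% serum | Compound dosing: 10 µM single point, 0.5% DMSO | Schedule: 6 h compound treatment, 37 °C | Signal: Luciferase luminescence | Control set: Tunicamycin high control, DMSO low control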
The depositor's hits bear a star; . = not tested or not shown. Rows were taken by chance; 5% or so of the library scored in one or more.

Second line of a record: UPR XBP1 act, Gli-Sufu antag, Mdm2-MdmX inh, Jurkat NFkB inh, CXCR6 inh, CHOP UPR activ, 697 NFkB inh, CCR6 antagonist, EBI2 block
CC(C)NC(=O)CCS(=O)(=O)c1ccc(Br)s1
  -0.9, -2.3, 0.4, 0.1, 2.5, 0.0, 8.4, 7.9, -3.6
CN(C(=O)COC(=O)CNC(=O)c1ccccc1Cl)c1ccccc1
  -0.2, 4.7, 12.0, -11.7, -6.6, 0.5, -0.2, -2.6, -10.5
Cc1ccc(-n2nnnc2SC(C)C(=O)Nc2ccc(Cl)cn2)cc1 (stereo not drawn)
  -1.9, ., -6.7, 1.2, 8.5, -1.8, 6.4, -6.9, 0.3
Fc1ccc(OCc2nc(-c3cccs3)no2)cc1
  2.5, -73.5, -52.4, -98.1, -3.5, 7.8, -98.0, 13.7, -8.9
CC(C)c1nnc(NC(=O)CCC(=O)NC2CCCCCC2)s1
  0.5, -0.3, -12.6, -4.0, 1.0, 0.5, 2.4, 4.6, -6.1
COc1ccccc1CCc1nnc(CCC(=O)NCCCOc2cccnc2)o1
  3.3, 2.7, 19.0, -5.1, 1.0, -0.9, 23.2, 5.3, 7.5
COC(=O)[C@]1(C)N[C@H](c2ccc(-c3ccc(Cl)c(Cl)c3)c(OC)c2)[C@@H]2C(=O)N(C)C(=O)[C@@H]21
  5.4, 4.9, 64.9*, 41.1, -2.8, 0.5, -22.7, 3.9, 21.0
COc1ccccc1C(CNC(=O)c1cccc(S(=O)(=O)N2c3ccccc3CC2C)c1)N(C)C (stereo not drawn)
  ., -8.0, ., ., 5.6, ., ., 14.6, 0.4
C/C(=N\NC(=O)c1ccc(CN2CCc3ccccc3C2)cc1)c1ccccc1O
  -2.6, 5.1, 55.3*, 19.4, -4.5, 0.4, -13.5, 8.7, 2.2
CC(C)NC(=O)C(=O)NNC(=O)C12CC3CC(CC(C3)C1)C2
  0.6, 1.8, 9.7, -9.2, 5.0, 2.2, 7.1, -9.7, 0.4
Cc1cccc(N=NC(=S)NNc2cccc(C)c2)c1
  ., -61.7, ., ., 5.3, ., ., 17.6, -3.7
Cc1ccn2c(C(=O)N/N=C/c3ccc(Cl)cc3)c(C)nc2c1
  -1.4, 4.2, 9.3, -4.0, 2.0, 0.8, -0.8, 13.0, 28.1
CCOC(=O)N1CCN(C(=S)NC(=O)c2cccc(OC)c2)CC1
  -1.1, 3.2, 6.2, -4.1, 3.9, 0.2, -9.9, 0.4, -0.3
Cc1ccc(-n2nc(C)c(/C=N/NC(=O)c3cccs3)c2Cl)cc1
  5.9, -50.3, 3.9, -3.9, 1.3, 3.8, -64.4, -0.4, -4.8
COc1cc(OC)c(OC)cc1/C=C1\CC(C)C/C(=C\c2cc(OC)c(OC)cc2OC)C1=O (stereo not drawn)
  ., 25.4, ., ., 0.2, ., ., -0.4, -21.1
COc1cc(C2C3=C(CC(C)(C)CC3=O)Nc3c2c(=O)[nH]c(=O)n3Cc2ccccc2)ccc1O (stereo not drawn)
  -2.1, ., 23.9, 22.7, -13.1, 1.0, -17.0, 1.6, -10.8
N#C/C(=C\c1ccc(-c2ccccc2[N+](=O)[O-])o1)C(=O)N1CCOCC1
  7.5, -0.2, 19.6, 11.7, -3.1, 0.7, 11.3, -13.9, 8.9
CCOC(=O)C(CCCOc1ccc(C(C)CC)cc1)C(=O)OCC (stereo not drawn)
  -1.8, 4.6, 9.9, -5.8, 1.6, -2.5, -2.4, 20.5, 10.5
CCOc1cc(/C=C2\SC(N)=NC2=O)ccc1O
  0.8, -0.3, -9.9, 11.5, 8.5, 0.4, -0.2, 5.1, -0.3
Cc1[nH]c2ccccc2c1C(=O)C(=O)N(C)C1CCCCC1
  1.7, -6.0, 1.1, -6.4, -2.1, 1.0, 9.0, 7.0, 11.7
CCCC1Oc2ccccc2C(=O)N(CC(=O)c2ccc3c(c2)OCCO3)C1=O (stereo not drawn)
  -3.6, -48.4, -25.4, 12.3, 12.0, 9.5, -14.1, 12.2, 10.8
COc1ccc(C2CC(=O)Oc3ccc(C(C)(C)C)cc32)cc1 (stereo not drawn)
  0.9, -6.0, 21.6, 1.5, 2.1, 0.4, -7.0, 22.4, 22.9
CCc1noc(C)c1C(=O)OCC(=O)N(C)c1c(N)n(Cc2ccccc2)c(=O)[nH]c1=O
  0.1, -0.2, 17.9, 1.9, 2.7, 2.0, 26.4, -8.9, -8.4
C[C@@H]1CN(S(=O)C(C)(C)C)[C@H](CCO)/C1=C\c1ccccc1 (stereo partly drawn)
  ., 2.0, ., ., -3.2, ., ., 4.3, -5.8
O=C(CCn1nc(-c2ccc(Cl)cc2)c2ccccc2c1=O)NN1CCOCC1
  2.9, 7.9, 3.0, 9.2, 5.1, 1.4, 10.6, 7.6, 8.2
CN1CCC(N(C)C(=O)c2cc(-c3ccc(F)cc3)nc3ccccc23)CC1
  -4.3, 9.6, 20.8, -5.1, -0.6, -1.2, -7.7, 14.8, 1.6
N#CCSc1nc2ccccc2c(=O)n1CCCC(=O)NCc1ccco1
  -2.9, 11.0, -5.2, 5.6, 0.5, -0.1, 1.3, 4.1, 2.3
N#CC1=C(N)OC2=C(C(=O)CCC2)C1c1ccccc1 (stereo not drawn)
  -2.7, 11.0, -4.7, 14.4, 2.8, 0.6, 13.7, -6.3, -9.4
Cc1ccc(S(=O)(=O)Nc2ccc(OCC(=O)N3CCOCC3)cc2)c(C)c1NS(C)(=O)=O
  2.0, -19.1, 5.7, -5.9, -3.8, 2.4, -3.3, 13.3, -10.5
CCOC(=O)c1ccc(S(=O)(=O)N2CCC(C(=O)Nc3nnc(C)o3)CC2)cc1
  -1.7, -7.0, 3.3, 3.3, -6.8, 2.4, 7.1, 5.7, -10.5

Entries of single compounds, quoted from the list.
COc1ccc(C2CC(=O)Oc3ccc(C(C)(C)C)cc32)cc1 (stereo not drawn) in the list: UPR XBP1 act: 0.9; Gli-Sufu antag: -6.0; Mdm2-MdmX inh: 21.6; Jurkat NFkB inh: 1.5; CXCR6 inh: 2.1; CHOP UPR activ: 0.4; 697 NFkB inh: -7.0; CCR6 antagonist: 22.4; EBI2 block: 22.9
C[C@@H]1CN(S(=O)C(C)(C)C)[C@H](CCO)/C1=C\c1ccccc1 (stereo partly drawn) in the list: UPR XBP1 act: .; Gli-Sufu antag: 2.0; Mdm2-MdmX inh: .; Jurkat NFkB inh: .; CXCR6 inh: -3.2; CHOP UPR activ: .; 697 NFkB inh: .; CCR6 antagonist: 4.3; EBI2 block: -5.8

Carrying on.
Second line of a record: UPR XBP1 act, Gli-Sufu antag, Mdm2-MdmX inh, Jurkat NFkB inh, CXCR6 inh, CHOP UPR activ, 697 NFkB inh, CCR6 antagonist, EBI2 block
Cc1[nH]c2c(Cl)cccc2c1CCNC(=O)C1CCCCC1C(=O)OCC(F)(F)F (stereo not drawn)
  -2.5, 1.0, 1.7, -5.6, 7.3, -0.2, 10.0, 13.3, 20.8
Cc1cc(C)n(Cc2ccc(C(=O)N/N=C/c3ccc(-c4ccc([N+](=O)[O-])cc4)o3)o2)n1
  -3.5, -15.7, 1.6, 8.2, 1.1, 2.9, 18.9, 11.1, -24.1
CCC(CC)C(=O)Nc1cccc(/C(C)=N\NC(=O)c2ccc(C)s2)c1
  -2.4, 6.9, 21.2, -12.1, -17.0, 0.6, 19.2, 10.8, 7.4
Cc1ccc2occ(/C=N/NC(=O)[C@@H](N)Cc3ccccc3)c(=O)c2c1
  -2.2, -5.2, 38.6, 19.0, -4.8, 0.6, -10.5, -7.4, -6.7
O=C(Cn1nnc(-c2ccccc2)n1)NCC(=O)Nc1ccc(F)c(F)c1F
  -3.2, -4.5, 17.7, 1.9, 7.1, -1.3, 2.5, -3.0, 8.0
O=C(Nc1cccnc1)c1cc2cc(Br)ccc2o1
  -0.3, -5.3, 20.1, -120.6, -2.8, 2.9, 1.3, 9.4, -2.3
COc1cc2ccccc2cc1C(=O)N1CC(C)OC(C)C1 (stereo not drawn)
  ., -0.8, ., ., 5.6, ., ., 10.1, 2.9
CC(=O)Nc1ccc(NS(=O)(=O)c2ccc(OC(C)C(=O)N3CCOCC3)cc2)cc1 (stereo not drawn)
  0.0, -0.5, 18.8, 9.1, -3.3, 1.1, 4.9, 9.2, -10.5
COc1ccc(CCNC(=O)CNS(=O)(=O)c2ccc(Br)s2)cc1OC
  -4.1, 4.3, -1.9, 0.3, 4.6, 0.1, 14.1, -9.9, 14.7
CCn1c(SCC(=O)Nc2cc(S(=O)(=O)N3CCOCC3)ccc2OC)nnc1-c1ccncc1
  5.2, -7.3, -7.5, -10.6, 1.1, 1.0, -4.7, 0.0, -2.0
COc1ccc(NC(=O)C(OC(=O)c2cnc(C)cn2)c2ccccc2)cc1Cl (stereo not drawn)
  -0.8, -6.6, 22.3, -9.1, 7.2, 4.0, -5.4, 18.3, 23.8
O=C(COC(=O)/C=C/c1ccccc1Cl)NC1CCCC1
  2.5, 0.7, -15.0, -18.2, -0.1, 0.0, -34.2, -1.7, 1.9
O=C(NCC(=O)N(c1ccccc1)C(C(=O)NC1CCCC1)c1cccnc1)c1cccs1 (stereo not drawn)
  -4.7, 9.0, -3.8, -18.7, 3.8, 0.6, -6.0, 14.6, -2.9
COc1ccc(NC(=O)CSc2nc3ccccc3c(=O)n2CCCN2CCCCC2)c(OC)c1
  -2.4, 11.5, 3.6, -18.0, 7.1, -2.5, -36.2, 25.0, 5.7
Cc1cc(-c2n[nH]c(=S)n2/N=C/c2ccc(Cl)c([N+](=O)[O-])c2)n[nH]1
  1.0, -5.3, -30.9, 7.6, -3.5, -1.3, -7.2, 13.4, -14.6
Cc1ccc2nc(-c3ccc(NC(=O)COC(=O)c4ccc(Br)o4)cc3)sc2c1
  -3.7, -87.0, 48.0, -116.3, -2.3, -2.3, -58.9, 0.8, 2.9
Cc1ccc(/C=C/C(=O)NC(=S)Nc2ccc(S(=O)(=O)Nc3cc(C)on3)cc2)cc1
  3.0, -1.9, -21.4, 5.6, 13.8, 1.8, -34.6, 23.8, 10.5
O=C(NC1=NCCS1)[C@H](Cc1ccccc1)N1C(=O)c2ccccc2C1=O
  -3.3, 2.6, -0.8, -16.7, -6.2, 3.3, -19.4, 16.0, -13.6
CCc1ccc(CN2CCC(C(=O)Nc3cccc(-c4nnc(C)s4)c3)CC2)o1
  -5.2, -7.9, 6.0, 4.6, -2.0, 1.7, 1.6, 10.2, 2.5
CC1=CC(C)(C)NC(=S)N1NC(=O)c1ccccc1Cl
  1.4, 4.8, -14.9, 2.1, -2.8, -1.7, 4.1, -1.3, -9.3
CC(C)(C)c1ccc(CN2N=Nc3ccccc3S2(=O)=O)cc1
  -5.3, -6.6, 66.8*, 0.7, 49.1*, -5.3, -51.7, 63.5*, 7.1
COC1(OC)N=C(N)C2(C#N)C(c3cccc(Oc4ccccc4)c3)C12C#N (stereo not drawn)
  -1.0, -17.2, 24.8, -4.8, 0.0, -0.6, -1.8, -11.4, -6.7
Cc1c(NC(=O)NCc2ccccc2)c(=O)n(-c2ccccc2)n1C
  1.1, -22.4, -0.2, 3.8, -3.7, 1.3, 17.0, -2.7, -26.8
CCC(C)N=Cc1c(Nc2ccccc2)nc2c(C)cccn2c1=O (stereo not drawn)
  -0.8, 10.3, 21.8, -2.2, 6.8, 3.5, -0.4, 1.9, 8.7
COc1nc(N(C)C)nc(N(OC)S(=O)(=O)c2ccccc2Cl)n1
  -1.4, 1.6, -4.2, -4.8, 5.6, -1.0, -23.0, 13.2, 3.7
COc1ccccc1/C=C1\SC(=S)N(N2C(=O)CCCC2=O)C1=O
  0.8, 16.6, -12.8, 3.8, 4.5, -1.5, 4.0, 12.1, 11.2
